PLCb3 inh – PLC-beta3 (human) inhibition, primary screen | Q01970 | Purified PLC-beta3, fluorogenic substrate, fluorescence | inhibition, % at 12.2 µM | hit rate 0.18% among 370,000; in the data active = inhibition above about 11%;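 also: 0% = median of compound wells on plate and 100% = full blocker control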
FXN GAA850 act – activators of GAA850 frataxin (FXN) promoter | HEK293 lucGAA850 FXN promoter luciferase reporter, 24 h; percent of 10 µM SAHA response | activation, % at 6 µM | hit rate 0.56% among 360,000 | AID 540364;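 active = activation above the average of all compounds screened plus 3 SD, cutoff fixed separately per campaign, cut at about 7.5% in these data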;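 also: 0% = DMSO wells and 100% = 10 µM SAHA wells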
DAX1 inh-1 – inhibits human nuclear receptor DAX1; P51843; AID 504766; inhibition, % at 6.75 µM; HEK293 Gal4-DAX1 luciferase reporter, luminescence; hit rate 0.99% among 340,000;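 active = inhibition above the mean over all tested compounds plus 3 SD, cut at about 4.2% in these data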;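 also: 0% = DAX1-transfected cells with DMSO and 100% = empty-vector control cells with DMSO; inhibition shows as a rise in luminescence from relieved DAX1 repression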
Target sequence (P51843 207-470 limits assumed): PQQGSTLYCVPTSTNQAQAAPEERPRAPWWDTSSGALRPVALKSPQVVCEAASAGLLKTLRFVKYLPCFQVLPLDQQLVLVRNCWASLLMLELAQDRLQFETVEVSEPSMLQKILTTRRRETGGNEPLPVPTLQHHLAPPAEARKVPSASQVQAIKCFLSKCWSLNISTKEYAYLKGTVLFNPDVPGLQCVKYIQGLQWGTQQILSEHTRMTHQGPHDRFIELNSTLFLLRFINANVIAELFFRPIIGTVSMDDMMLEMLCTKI
NR1D1 modulator – Rev-erb alpha (human) modulation; Rev-erbα–FITC-DNA binding, fluorescence polarization, 90 min; activity, % at 10 µM; hit rate 0.79% among 370,000; AID 1259318;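 active = activity above about 14%, limit read from the data; passing the limit was not always enough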;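 also: 0% = DMSO wells with 35 nM protein and 100% = DMSO wells with 750 nM protein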
DAX1 inh-2 – DAX1 (NR0B1) inhibition, primary screen; HEK293T StAR-luciferase reporter, SF-1/DAX-1 repression relief; inhibition, % at 6.8 µM; hit rate 1.1% among 370,000; AID 652010;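 active = inhibition above the mean over all tested compounds plus 3 SD, cut at about 3.6% in these data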;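 also: 0% = DAX-1 cells with DMSO and 100% = cells lacking DAX-1 with DMSO; higher inhibition means more luminescence from relief of DAX-1 repression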
ssDAF-12 act – S. stercoralis DAF-12 activation, primary screen | AID 652126 | activation, % at 6.8 µM | HEK293 ssDAF-12/GRIP1 lit1-tk-luc reporter, luminescence; % of 3 µM dafachronic acid response | hit rate 1% among 370,000;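 active = activation above the mean over all tested compounds plus 3 SD, cut at about 0.9% in these data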;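 also: 0% = DMSO-only wells and 100% = 3 µM delta7-dafachronic acid wells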
PG9 Ab binder – small molecules binding HIV-1 gp120 antibody PG9; TR-FRET gp120-PG9 antibody binding; inhibition, % at 6.7 µM; hit rate 0.43% among 360,000; AID 624416; in the data active = inhibition above about 8.5%
hgDAF12 agonist – agonists of H. glycines DAF-12 nuclear receptor | HEK293 GAL4-hgDAF12 UAS-luciferase reporter, agonist luminescence; normalized to butyrate control | activation, % at 6.8 µM | AID 687014 | hit rate 1.8% among 370,000;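 active = activation above a cutoff set at the mean of all screened compounds plus 3 SD, cut at about 10% in these data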;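 also: 0% = DMSO wells and 100% = sodium butyrate wells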
sPLA2-III inh – Inhibits HGIII-sPLA2 liposome hydrolysis, primary screen. Q9NZ20. QFRET BODIPY PC-A2 liposome hydrolysis, fluorescence. inhibition, % at 12.2 µM. hit rate 0.56% among 370,000. AID 743126;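 active = inhibition above mean plus 3 SD of compounds lying within the high and low control bounds, cut at about 19% in these data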;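 also: 0% = median of test compound wells and 100% = no enzyme DMSO wells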
Target sequence (Q9NZ20 whole entry, looked up): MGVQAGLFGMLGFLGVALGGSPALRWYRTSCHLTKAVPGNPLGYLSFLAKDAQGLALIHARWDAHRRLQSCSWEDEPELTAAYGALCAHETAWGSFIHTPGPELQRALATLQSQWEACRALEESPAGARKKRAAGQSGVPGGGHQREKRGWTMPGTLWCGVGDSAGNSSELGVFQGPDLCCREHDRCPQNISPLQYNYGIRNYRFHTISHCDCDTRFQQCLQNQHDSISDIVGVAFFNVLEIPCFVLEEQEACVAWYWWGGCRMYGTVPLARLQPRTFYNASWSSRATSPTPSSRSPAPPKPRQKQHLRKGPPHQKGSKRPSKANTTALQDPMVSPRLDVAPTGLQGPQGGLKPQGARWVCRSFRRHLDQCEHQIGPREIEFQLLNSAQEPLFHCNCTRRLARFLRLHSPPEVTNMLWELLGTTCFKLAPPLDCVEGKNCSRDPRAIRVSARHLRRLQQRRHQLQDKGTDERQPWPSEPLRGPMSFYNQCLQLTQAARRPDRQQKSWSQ
SMARCA2 act – SMARCA2 function activation, primary screen; MG213 cells, MMTV-luciferase reporter, dexamethasone, overnight; AID 652017; activation, % at 9.1 µM; hit rate 1% among 370,000; in the data active = activation above about 7.8%;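 also: 0% = vehicle wells and 100% = reference activator wells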
hcDAF-12 act – H. contortus DAF-12 activation, primary screen; AID 652067; hit rate 1.4% among 370,000; HEK293 hcDAF-12 lit1-tk-luc reporter, luminescence; 0% DMSO, 100% Δ7-dafachronic acid; activation, % at 6.8 µM;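 active = activation above the mean of all tested compounds plus 3 SD, cut at about 5.5% in these data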;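 also: 100% = response to 3 µM Δ7-dafachronic acid high control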
* = called active by the depositor; x = not tested or not shown; & = joins results of further samples.

structure	PLCb3 inh	FXN GAA850 act	DAX1 inh-1	NR1D1 modulator	DAX1 inh-2	ssDAF-12 act	PG9 Ab binder	hgDAF12 agonist	sPLA2-III inh	SMARCA2 act	hcDAF-12 act
CC(=O)N1CCN(CC(=O)Nc2cc(S(=O)(=O)N3CCCCC3)ccc2C)CC1	-5.8	1.1	1.6	-10.9	-0.6	-0.9	1.6	-0.3	6.0	-0.6	0.6
COc1ccc(NS(=O)(=O)c2ccc(O)c(C(=O)OCC(=O)N3CC(C)OC(C)C3)c2)cc1 (configuration not stated)	1.3	2.0	-0.3	0.9	-0.4	-1.5	2.9	0.4	0.7	-0.1	-1.3
O=C(NCCCCO)c1c(-c2ccccc2)oc2c1C(OCCCCCO)CCC2 (configuration not stated)	-5.0	x	x	4.6	-1.6	-1.1	1.4	1.4	9.7	-4.6	-1.8
O=c1c2cn[nH]c2[nH]c(=S)n1-c1ccccc1Cl	-3.1	0.9	2.2	-2.5	0.5	-1.8	-0.9	1.7	6.0	-2.0	-0.8
CN(c1ccc(C(=O)NCc2ccncc2)cc1)S(=O)(=O)c1ccc(Cl)cc1	-11.5	-2.3	0.6	-1.5	-4.9	-1.9	0.4	-3.0	1.7	-5.7	-0.6
COc1ccc(CC(=O)Nc2ccc(-c3cn4ccccc4n3)cc2)cc1	-50.8	-1.1	-0.6	2.0	0.1	-1.5	-1.6	3.2	-0.7	4.8	-2.2
C[C@H](NC(=O)c1ccc(Br)cc1)C(=O)NCc1ccc(S(N)(=O)=O)cc1	5.6	1.4	-0.1	-0.1	1.0	-0.6	-2.1	-2.7	4.6	0.2	-0.4
Cc1nc(SCC(C)C)[nH]c(=O)c1Cc1ccccc1	-0.9	-1.1	1.7	2.2	-0.3	-0.8	0.0	-1.0	-5.1	0.5	-1.4
O=C(Cc1ccc(F)cc1)Nc1cc(S(=O)(=O)N2CCOCC2)ccc1N1CCCCC1	0.0	-0.1	0.9	0.1	-0.1	-1.3	0.7	2.2	-9.1	-2.0	-1.5
O=[N+]([O-])c1ccc(Cl)c(S(=O)(=O)/N=C(/c2ccccc2)N2CCOCC2)c1	3.7	3.2	2.2	-2.4	0.4	-1.6	-2.8	-2.7	1.3	-4.5	-2.1
CCc1nnc(NC(=O)c2ccc(OC)cc2)s1	-2.2	4.9	2.4	1.7	2.5	-0.7	1.4	10.7*	-1.4	7.7	2.4
COc1cc(=O)[nH]c(SCC(=O)Nc2nc3c(s2)CCCC3)n1	-9.7	0.3	0.1	-3.8	-0.5	-1.3	-0.8	-0.2	4.4	-2.7	-2.5
O=S(=O)(c1ccccc1Cl)N1CCCC1c1nc(-c2cccc(Cl)c2)no1 (configuration not stated)	-1.8	2.7	-1.0	0.6	-0.8	-1.4	0.7	-0.2	-7.9	-8.0	-2.4
CN(C(=O)c1ccccn1)C1(C(=O)NC2CCCCC2)CCCCC1	1.0	0.1	0.8	-9.4	-0.1	-1.3	2.0	0.5	-4.0	-2.0	-1.3
CCC(=O)NNc1ncnc2c1cnn2-c1cccc(C)c1	-5.1	-2.7	1.3	0.2	0.6	-1.3	-1.2	-1.2	1.4	-2.2	-1.5
O=C(O)CCCC(=O)N1N=C(c2c(-c3ccccc3)c3cc(Cl)ccc3[nH]c2=O)CC1c1cccs1 (configuration not stated)	-33.2	1.4	0.4	3.3	-0.3	-1.3	0.2	-0.9	-23.6	0.8	1.6
CCCCNC(=O)c1nn2c(C(F)(F)F)cc(-c3ccc(OC)cc3)nc2c1Br	-96.1	1.4	-1.1	48.3*	-0.1	-0.7	-0.6	-0.9	3.2	-1.7	-0.7
CC(C)c1nc(SCc2ccccn2)c2c(=O)n(C)c(=O)n(C)c2n1	0.7	1.6	-0.5	-3.6	-0.5	-1.5	-0.9	-0.2	-0.1	-1.1	-1.0
CC(=O)Nc1ccc(Cl)cc1C1COC(=O)C1=N (configuration not stated)	-138.1	-1.4	1.3	4.6	0.7	-1.1	-0.1	1.4	5.3	-1.8	-0.6
O=C(O)CCNS(=O)(=O)c1ccc2c(c1)OCCCO2	4.3	-0.5	-0.6	-3.2	-0.4	-0.9	0.2	-0.2	-0.9	-0.8	-0.2

More compounds.
structure	PLCb3 inh	FXN GAA850 act	DAX1 inh-1	NR1D1 modulator	DAX1 inh-2	ssDAF-12 act	PG9 Ab binder	hgDAF12 agonist	sPLA2-III inh	SMARCA2 act	hcDAF-12 act
CC(C)C1Oc2ccccc2N(CC(=O)N(C)C2CCCCC2)C1=O (configuration not stated)	-8.8	0.3	-1.0	2.4	-0.8	-1.5	-2.2	1.2	14.3	0.4	2.7
CCC1S/C(=N/N=C/c2cccs2)NC1=O (configuration not stated)	1.6	1.1	0.5	3.9	-0.1	-1.2	-1.4	2.3	-2.6	2.8	-1.1
CCNC(=O)C1(C)CCCN(Cc2cccc3ccccc23)C1 (configuration not stated)	0.0	-1.4	x	-0.8	-1.1	-1.4	-0.6	-4.4	13.3	-7.3	2.3
CCn1cc(C(=O)N[C@H](C(=O)NCCCN2CCOCC2)C(C)C)c(=O)c2cc3c(cc21)OCO3	-16.3	0.1	0.0	-0.8	-0.1	-0.7	-0.1	0.5	2.2	0.9	-0.2
COC(=O)COc1ccc(S(=O)(=O)N2CCOCC2)cc1	-0.8	-0.4	-1.1	-1.6	-0.4	-0.8	2.2	-1.8	5.6	-8.8	-1.6
O=C(Cc1cn2ccsc2n1)OCc1ccccc1	-0.4	0.1	-1.0	5.1	-1.7	-0.8	0.4	-2.4	7.9	0.7	-0.3
CCC(C(=O)OCC(=O)Nc1cccc(C(C)=O)c1)c1ccccc1 (configuration not stated)	-3.6	-0.1	0.2	0.3	0.1	-1.3	-1.2	-1.6	-9.8	-3.9	-0.8
O=C(CSc1nnc(NC(=O)c2c(F)cccc2F)s1)Nc1ccc(F)cc1	-0.8	1.2	2.4	-8.2	1.5	-1.3	-3.2	3.5	-4.6	0.0	1.5
CN(C)c1ccc(P(=O)(OCc2ccccc2)C(O)c2ccccc2)cc1 (configuration not stated)	-5.6	0.4	4.3*	-3.6	-0.2	-2.0	-3.0	-3.1	-4.1	0.0	-0.4
CCOC(=O)Cc1ccc(Nc2nc(NCc3cccs3)nc3ccsc23)cc1	-82.0	0.5	x	1.7	-3.2	-1.3	1.8	-1.9	-24.7	-3.2	-3.4
CCOC(=O)c1cnc(SCC(=O)Nc2nnc(CC)s2)nc1N	-0.4	0.5	0.3	-3.0	0.3	-1.0	0.1	0.0	-0.3	0.8	-0.1
CCOc1nc(Nc2ccccc2)nc(OCC)n1	-1.4	1.4	-0.1	0.7	-0.3	-0.6	-1.9	-0.6	-2.1	-1.6	-1.9
C=C(C)COc1ccc(-c2n[nH]c(C)c2-c2ccccc2)c(O)c1	-1.1	2.7	-2.0	0.4	-1.0	-1.1	0.3	-3.4	-20.8	-3.6	-1.0
CCN1C[C@@H]2[C@@H]3C(=O)N(Cc4ccccc4)C(=O)[C@@H]3[C@](C)(C1=O)N2C(=O)c1ccc(Cl)cc1	1.0	-0.6	0.2	-1.2	0.0	-1.5	-1.0	-0.2	-1.2	1.0	-1.8
O=C(CN1C(=O)CSc2ccc(S(=O)(=O)N3CCCCC3)cc21)NCc1cccnc1	0.9	1.3	2.1	2.9	-0.4	-2.2	-1.5	-0.4	0.7	1.9	0.9
CC(=O)N1C[C@@H](CO)[C@@H](N(C)C(=O)c2ccco2)C[C@H]1c1ccccc1	0.6	x	x	-2.7	-0.1	-0.7	0.8	1.9	3.2	-1.9	1.3
CCC(C)[C@H](NC(=O)NCc1cccc(OC)c1)C(=O)O (some centres not stated)	0.6	-1.0	0.6	-0.6	0.0	-1.0	-0.5	0.0	2.1	0.6	-0.8
Cc1noc(C)c1NC(=O)Nc1cccc2c1O[C@@H](CN(C)C)[C@@H](C)CN([C@H](C)CO)C2=O	2.4	1.6	-0.1	1.8	0.8	-1.4	0.5	3.9	3.2	0.6	0.8
Cc1ccc2c(c1)C(=O)c1ccccc1CS2=O (configuration not stated)	2.3	2.9	1.4	-3.7	-0.4	-1.4	-2.1	-1.5	0.7	7.0	-1.5
CC(=O)c1c(C)[nH]c(C(=O)OCC(=O)N(C)C)c1C	-4.2	1.3	0.5	3.8	0.8	0.2	0.2	2.3	-1.4	-1.5	-0.4

NR1D1 modulator: what is marked active above
smiles	PLCb3 inh	DAX1 inh-1	NR1D1 modulator	DAX1 inh-2	ssDAF-12 act	PG9 Ab binder	sPLA2-III inh	SMARCA2 act	hcDAF-12 act
CCCCNC(=O)c1nn2c(C(F)(F)F)cc(-c3ccc(OC)cc3)nc2c1Br	-96.1	-1.1	48.3*	-0.1	-0.7	-0.6	3.2	-1.7	-0.7

The list goes on.
structure	PLCb3 inh	FXN GAA850 act	DAX1 inh-1	NR1D1 modulator	DAX1 inh-2	ssDAF-12 act	PG9 Ab binder	hgDAF12 agonist	sPLA2-III inh	SMARCA2 act	hcDAF-12 act
Clc1ccc2oc(SCc3cccnc3)nc2c1	-4.8	0.6	0.8	3.8	-0.9	-1.2	-2.0	6.6	-7.1	1.0	-0.8
Cc1ccccc1CSc1nnc(-c2ccccn2)n1N	-1.1	1.5	-0.3	4.6	0.3	-0.7	1.0	4.1	6.6	1.3	0.5
O=C(OC12CCCN(C1)/C(=C/c1cccc(Cl)c1)C2)c1ccno1 (configuration not stated)	-2.7	x	x	-2.6	-0.2	-1.4	x	2.5	-2.0	-1.3	-1.1
CCCCCCCCN1C(=O)[C@H](CC(=O)NCC23CC4CC(CC(C4)C2)C3)C[C@@]2(C(=O)OC)CCCCC=C12	-0.6	x	x	14.4	-0.4	-1.1	-1.1	-0.7	3.1	-0.5	-0.8
COc1ccccc1NS(=O)(=O)c1cc(NC(=O)c2cc(=O)[nH]c3ccccc23)ccc1N1CCOCC1	-20.4	1.1	1.0	7.7	-0.5	-1.5	0.7	-7.6	-26.2	0.0	-0.9
Cc1ccc(OCC(=O)Nc2ccc(S(=O)(=O)Nc3ccccn3)cc2)cc1C	-9.9	0.6	-0.6	28.6*	0.3	-1.0	49.9*	-0.5	-36.1	0.8	-1.6
O=C(Cc1cc(=O)[nH][nH]1)N/N=C/c1c(Cl)cccc1Cl	1.9&-0.5	5.2&0.4	1.3&-1.2	-1.4&-7.2	0.0&-0.4	-1.2&-1.1	-3.1&-0.4	-1.9&-0.1	-26.1&-45.3	-2.5&0.5	-0.1&1.2
Fc1cccc(C2CCCCN2Cc2nc(C3CC3)no2)c1 (configuration not stated)	-0.3	-0.2	1.5	-1.3	0.3	-0.1	-0.4	0.2	9.2	-3.5	0.6
CC1CC(C)CN(C(=O)CSc2nnc(-c3ccco3)o2)C1 (configuration not stated)	0.5	-0.1	4.8*	-1.2	0.1	-0.7	0.0	1.1	0.4	-2.3	0.4
CCOC(=O)c1ccccc1CN1C(=O)c2ccccc2S1(=O)=O	-4.6	0.4	0.0	2.0	1.4	-1.4	2.2	-0.2	1.9	-2.3	-1.4
Cc1ccc(S(=O)(=O)NC2=NCN(CCOC(=O)c3ccc([N+](=O)[O-])cc3)CN2)cc1	4.0	-0.7	3.0	-0.3	0.0	-1.8	-1.1	-1.8	4.0	5.0	-0.1
O=C(Nc1ccccc1O)c1ccc(NC(=O)C2CC2)cc1	-1.8	11.1*	9.5*	0.9	42.1*	0.9	-1.8	62.1*	1.5	1.6	9.8*
